Yfh1-depleted yeast – mitochondrial function rescue without frataxin homolog – Friedreich's ataxia, plus single-dose screen, dose response (AID 1465) | S. cerevisiae Yfh1-off respiration, WST-1 reduction, 72 h; higher fold induction means a stronger effect | fold induction at 50 µM, or EC50 in µM where a hit was titrated | hit rate 0.074% among 220,000;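 active = fold induction of absorbance versus untreated yeast above a set limit, then at least 30% activation at any dose in follow-up; inconclusive = repeats straddling the limit, or above it without dose testing; inactive = fold induction below the set limit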;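 also: activators that raise dye reduction in frataxin-depleted yeast; strong numbers were not always called active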
CSM14.1 death rescue – rescue of cells from ER stress-induced death, primary screen, 384-well, CSM14.1, thapsigargin, ATP luminescence (AID 1222) | CSM14.1 thapsigargin-induced death rescue, ATP luminescence; higher % means a stronger effect | 190,000 tested, under 10 active | one-dose cellular ATP content (survival), % at 20 µM; EC50 in µM for titrated hits;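 active = EC50 below 50 µM in the dose-response confirmation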;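 also: death triggered by thapsigargin at about 15 µM added after 2 h compound pretreatment; cell ATP read after overnight thapsigargin exposure of roughly 18 to 22 hours; normalized against plate controls of thapsigargin alone and 5% DMSO vehicle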
PhoP inhibition – inhibitors of PhoP regulon expression, primary screen, Salmonella Typhimurium, GFP reporter (AID 1863); S. Typhimurium PhoP-regulated promoter GFP reporter, 4 h; higher % means a stronger effect; inhibition, % at 50 µM, or IC50 in µM where a hit was titrated; hit rate 0.16% among 300,000;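 active = inhibition over 29.93%, a cutoff 3 SD above the screen mean, later confirmed by dose response; inconclusive = inhibition over 29.93% but no dose response follow-up; inactive = inhibition at most 29.93% or unconfirmed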;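 also: 0% = low Mg2+ inducing control and 100% = high Mg2+ repressing control; strong numbers were not always called active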
P. falciparum M1AAP – malaria alanyl aminopeptidase activity blockers – biochemical, fluorogenic H-Leu-NHMec substrate, 1536-well (AID 1445) | recombinant M1AAP, H-Leu-NHMec fluorogenic kinetic assay; higher % means a stronger effect | one-dose inhibition, % at 30 µM; IC50 in µM for titrated hits | hit rate 0.42% among 220,000;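 active = primary inhibition above the hit cutoff, then over 50% inhibition at one or more dose response concentrations, cut at about 23% in these data, passing the limit was not always enough; inconclusive = conflicting primary data, or primary hits not chosen for dose response; inactive = low primary inhibition, or under 50% at every dose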;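 also: plate controls were DMSO full reaction for no effect and no enzyme background for full effect; strong numbers were not always called active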
West Nile antiviral – West Nile virus antiviral activity, cell-based, CPE readout (AID 1621). West Nile virus-infected cells, CPE inhibition; higher % means a stronger effect. CPE inhibition, % at 10 µM; hits with a dose series show IC50 in µM. hit rate 0.02% among 290,000; in the data active = a potency from the dose series; inconclusive = CPE inhibition mostly from about 3.7% at the one dose, without a potency; inactive = the rest, 99 in 100 with CPE inhibition below about 2.2%; also: strong numbers were not always called active
M17LAP inhibition – P. falciparum M17LAP inhibitors, primary screen, biochemical, fluorogenic H-Leu-NHMec substrate, 1536-well (AID 1619); recombinant M17LAP, H-Leu-NHMec fluorogenic kinetic assay; higher % means a stronger effect; inhibition, % at 30 µM; hits with a dose series show IC50 in µM; hit rate 0.38% among 220,000;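 active = compound inhibiting the enzyme by more than half at any dose during confirmatory dose-response retesting; inconclusive = strong single-dose inhibitors picked by rank but not retested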;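 also: plate controls were full reaction with DMSO carrier for no effect and no enzyme background for full effect; strong numbers were not always called active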
human PMI inhibitors – MPI inhibition at elevated mannose 6-phosphate – biochemical, fluorescence intensity, high mannose 6-phosphate, primary screen (AID 1220); recombinant PMI enzyme, coupled fluorescence intensity; higher % means a stronger effect; hit rate 0.66% among 190,000; inhibition, % at 20 µM, or IC50 in µM where a hit was titrated; in the data active = inhibition above about 50%
XIAP antagonists – XIAP antagonists, biochemical, IAP family, fluorescence polarization (AID 1018); one-dose displacement, % at 20 µM; IC50 in µM for titrated hits; XIAP BIR domain, fluorescence polarization peptide displacement; higher % means a stronger effect; hit rate 0.007% among 200,000; in the data active = displacement above about 50%; also: a part of the inactive calls stands beside numbers as strong as those of hits
Siah-1 displacement – Siah-1 peptide-binding antagonists, primary screen, biochemical, fluorescence polarization, rhodamine-plectin, uHTS (AID 1817); hit rate 0.02% among 290,000; displacement, % at 20 µM, or IC50 in µM where a hit was titrated; Siah-1 / rhodamine-plectin peptide fluorescence polarization; higher % means a stronger effect;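 active = displacement of at least 50% at 20 µM, with a fluorescence ratio check between 0.3 and a set limit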;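 also: plate controls were Siah plus tracer with DMSO for no effect and tracer alone without Siah for full effect; strong numbers were not always called active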
* hit, by the source's call; i = inactive; ? = inconclusive; · = not tested or not shown.

SMILES	Yfh1-depleted yeast	CSM14.1 death rescue	PhoP inhibition	P. falciparum M1AAP	West Nile antiviral	M17LAP inhibition	human PMI inhibitors	XIAP antagonists	Siah-1 displacement
Cc1ccc(N(CC(O)CN2C(=O)NC(C)(C)C2=O)S(=O)(=O)c2ccc(C)cc2)cc1 (stereo unspecified)	i	·	3%	-4%	0.0%	-16%	·	·	0%
O=[N+]([O-])c1ccc(-c2nnc(-c3ccccc3)c(NCCCO)n2)cc1	i	-1.0%	-9%	17%	-0.5%	5%	-3%	-21%	-1%
O=C(/C=C/c1ccc(Cl)cc1Cl)n1cccn1	i	1.0%	-9%	12%	0.5%	2%	5%	-5.4%	0%
Nc1[nH]nc2ncc3cc4ccccc4nc3c12	i	-1.9%	-3%	6%	-0.1%	19%	36%	-7.6%	-7%
COc1ccc(C(=O)Nc2c(Cl)cc(Cl)cc2C(=O)N2CCC(C)CC2)cc1	i	-2.5%	-11%	4%	-1.2%	6%	9%	-9.8%	-10%
Cc1csc(NC(=O)c2ccoc2C)n1	i	-4.4%	3%	5%	0.3%	7%	-7%	-5.7%	-2%
CC(=O)c1ccc(N(C(=O)Cc2c[nH]c3ccccc23)C(C(=O)NC2CCCCC2)c2cccs2)cc1 (stereo unspecified)	i	-1.4%	10%	9%	0.3%	11%	23%	0.6%	-2%
C/C(=N\NC(=O)c1cccnc1)c1ccc(OC2OCCOC2Oc2ccc(/C(C)=N/NC(=O)c3cccnc3)cc2)cc1 (stereo unspecified)	i	-0.9%	8%	5%	-0.6%	-1%	6%	-12%	1%
COc1cccc(C2=NOC(C(=O)NCc3ccc(F)cc3)C2)c1 (stereo unspecified)	·	-1.1%	2%	3%	·	-3%	12%	-4.6%	1%
O=C1CS/C(=N\c2ccccn2)N1C1CCCCC1	i	-1.9%	-5%	6%	-0.1%	-4%	-4%	-0.5%	3%
C#CCOCCOCCOCCNc1nc(N2CCN(C(=O)[C@H]([C@@H](C)O)n3cc(CCCCN)nn3)CC2)nc(N2CCN(C(=O)[C@H](Cc3ccc(O)cc3)n3cc(CCO)nn3)CC2)n1	i	-3.4%	0%	1%	0.0%	-11%	-47%	-6.2%	2%
Cc1c(NC(=O)COc2ncnc3c(Cl)cc(Cl)cc23)c(=O)n(-c2ccccc2)n1C	i	0.1%	19%	9%	0.1%	1%	13%	-3.1%	-3%
CC1(C)C(=O)OC(C(=O)c2ccc(C(C)(C)C)cc2)C(C)(C)C1=O (stereo unspecified)	i	-1.5%	2%	0%	-0.2%	3%	9%	-4.6%	3%
CCC(C)NC(=O)c1cn(-c2cccc(C)n2)cn1 (stereo unspecified)	i	-0.9%	7%	2%	0.1%	0%	2%	-3.8%	1%
CCCc1ccc(C(=O)[C@@H]2[C@@H](C(C)=O)N3c4ccc(F)cc4C=C[C@@H]3[C@@]23C(=O)Nc2ccccc23)cc1	i	·	5%	2%	-0.4%	-7%	·	·	7%
CC(C)NC(=O)COc1ccc(/C=N/NS(=O)(=O)c2ccccc2)cc1	i	-1.3%	-2%	0%	1.4%	10%	-4%	-4.1%	2%
CCN1CCN(c2nc(Nc3ccc(OC)cc3)nc(N)c2[N+](=O)[O-])CC1	i	·	-4%	4%	0.5%	14%	·	·	3%
CS(=O)(=O)N(CC(=O)NCCSCc1ccco1)c1ccc(Cl)cc1	i	-1.2%	-2%	7%	-0.1%	-9%	4%	-1.8%	6%
CC(C)(C)NC(=O)C(=O)NCc1ccccn1	i	·	-1%	4%	0.0%	0%	8%	-8.1%	-4%
COc1ccc(CC(=O)OCC(=O)Nc2cccc(Br)c2)cc1	i	-0.2%	-2%	3%	-0.6%	4%	2%	-1.2%	3%
COc1cc(/C=N/NC(=O)CCN2CCCCC2)ccc1O	i	0.5%	-5%	6%	-0.2%	11%	11%	-3.3%	12%
O=C(CSc1nnc(-c2ccco2)c(-c2ccco2)n1)c1ccccc1	i	0.1%	3%	15%	-0.6%	-1%	·	-4.4%	55%
O=C(N1CCOCC1)N(CCN1CCOCC1)Cc1cccc2ccccc12	i	2.3%	2%	-6%	0.1%	3%	6%	-10%	-1%
Cc1cccc(OCC(=O)Nc2cccc(C(=O)Nc3ccccc3C(=O)O)c2)c1	i	-1.9%	-1%	2%	0.0%	56%	-3%	-6.6%	1%
CC(c1ccccc1)c1nnc(N)s1 (stereo unspecified)	i	-1.2%	3%	7%	-0.4%	-7%	9%	-9.3%	-9%
CCn1c(SCC(=O)Nc2ccc(OCc3ccccc3)cc2)nnc1-c1ccco1	i	-1.2%	·	·	-0.8%	·	19%	-3.3%	-1%
c1ccc(CN2CCN(CCOCCOc3cccc4ccccc34)CC2)cc1	i	-2.5%	5%	2%	-0.3%	0%	-4%	-0.6%	4%
COc1ccc(CCNc2ccc(C(=O)O)cc2[N+](=O)[O-])cc1OC	i	-0.7%	-10%	3%	-0.2%	6%	-10%	-4.7%	2%
COc1ccc(Br)c(OC)c1C(=O)NC(=O)Nc1nc(C)cc(C)n1	i	·	-8%	-1%	0.1%	0%	·	·	4%
C#CCNc1ccc([N+](=O)[O-])cc1	i	-0.9%	-1%	-4%	-0.4%	10%	5%	-0.4%	-6%
Cc1ccc(OCC(=O)O/N=C(\N)c2ccccn2)cc1	i	-1.2%	-10%	2%	0.6%	1%	8%	-5.6%	21%
C/C(=N\OC(=O)NC(C)C)c1sc(-c2ccccc2)nc1C	i	1.2%	-2%	-7%	-0.1%	7%	0%	-5.6%	-7%
CC(C)(Oc1cccc2ccccc12)C(=O)O	i	2.4%	-6%	-3%	0.8%	6%	-9%	-8.8%	1%
O=C(NCc1nnc(SCC(=O)N2CCCc3ccccc32)o1)c1c(F)cccc1Cl	i	-1.0%	-8%	-1%	0.7%	-1%	3%	-1.7%	0%
Cc1nc2ccccc2n1CC(=O)OCC(=O)NCCc1ccccc1	i	-1.0%	4%	-5%	0.3%	-8%	1%	-1.7%	2%
CC(=O)c1cccc(NC(=O)c2cc(-n3cnnc3)ccc2Cl)c1	i	4.2%	-2%	7%	0.4%	1%	9%	-12%	4%
O=C(CNC(=O)Cc1ccccc1)NCC(=O)OCC(=O)c1cccc2ccccc12	i	0.0%	10%	5%	0.1%	5%	2%	0.2%	3%
COc1ccc2nc(N/C(=N/S(=O)(=O)c3cccs3)c3ccccc3Cl)sc2c1	i	0.4%	3%	11%	0.4%	-4%	18%	-3.4%	6%
C=CCOC(=O)COc1ccc2c(C)c(C)c(=O)oc2c1	i	-0.3%	10%	-2%	-0.4%	-34%	-6%	-1.0%	-1%
Cc1ccc(CC(=O)N2CCN(c3ccccc3F)CC2)cc1	i	-1.1%	8%	1%	-1.5%	9%	0%	-2.3%	5%
O=C(NCc1ccccc1)C1COc2ccccc2O1 (stereo unspecified)	i	-3.3%	3%	-1%	1.2%	15%	-5%	-3.9%	19%
O=C(Cc1ccccc1)NCC(=O)OCC(=O)c1ccc(Cl)c([N+](=O)[O-])c1	i	4.1%	1%	-2%	0.6%	17%	-2%	-2.3%	16%
COc1ccc(-n2c(SCC(=O)Nc3ccccc3)nnc2-c2ccoc2C)cc1	i	·	4%	3%	0.2%	-3%	·	·	·
O=C1CCCc2nc(N3CCN(c4ccccc4)CC3)ncc21	i	-0.4%	4%	4%	-0.2%	12%	9%	-23%	2%
CC(Oc1ccccc1Cl)C(=O)N(Cc1ccco1)C1CCS(=O)(=O)C1 (stereo unspecified)	i	3.7%	4%	4%	-0.3%	-14%	-8%	-2.2%	0%
CN1CCN(c2nc(-c3cccs3)nc3ccccc23)CC1	i	-3.3%	0%	13%	-0.5%	13%	0%	-1.3%	-6%
O=C(NCCc1nnc2ccc(NCc3ccc(F)cc3)nn12)c1ccccc1	i	2.4%	2%	0%	-0.3%	10%	-2%	-5.4%	-2%
COc1cccc(N2C(=O)CC(Nc3ccc(N4CCOCC4)cc3)C2=O)c1 (stereo unspecified)	?	1.0%	-10%	-1%	0.7%	-5%	12%	1.4%	4%
O=[N+]([O-])c1ccc(COn2nnc3ccccc32)cc1	i	-0.5%	-1%	1%	-0.4%	2%	-3%	-3.9%	2%
CCc1ccc(NC(=S)Nc2ccc3cn[nH]c3c2)cc1	i	0.7%	14%	-2%	-0.4%	11%	46%	1.2%	-6%
O=[N+]([O-])c1cccc(CNC2CCCCCC2)c1	i	-0.8%	-2%	0%	-0.4%	-4%	1%	-0.9%	13%
CSc1nc(-c2ccccc2)nc(N)c1C(C)=O	·	-3.0%	4%	-7%	·	15%	3%	-1.7%	2%
Cc1cccc2sc(NC(=O)c3ccc(NS(=O)(=O)c4cccs4)cc3)nc12	i	-2.1%	-6%	11%	-0.7%	-4%	20%	-12%	-4%
CCc1cc2ccccc2nc1SCC(=O)Nc1cc(C)on1	i	-2.0%	19%	-6%	-0.2%	4%	7%	-4.7%	-3%
Cc1[nH]n(-c2ccc([N+](=O)[O-])cc2)c(=O)c1C=NCCN1CCN(C(=O)c2ccc(F)cc2)CC1	·	0.7%	2%	4%	·	14%	-14%	-4.1%	5%
COc1ccc(/C=N/NC(=O)c2cnccn2)c(OC)c1OC	i	·	-6%	6%	0.4%	10%	·	·	4%

The results go on.
SMILES	Yfh1-depleted yeast	CSM14.1 death rescue	PhoP inhibition	P. falciparum M1AAP	West Nile antiviral	M17LAP inhibition	human PMI inhibitors	XIAP antagonists	Siah-1 displacement
COc1ccccc1OCc1ccc(C(=O)N(C)C)o1	i	-0.9%	-6%	-1%	0.2%	2%	13%	-1.6%	-3%
Cc1cc(C(=O)NCCCN2CCN(C3CCCCC3)CC2)n(-c2ccccc2)n1	i	·	-4%	-1%	0.0%	3%	18%	-5.0%	-3%
CC(=O)Nc1cccc(Oc2ncnc3scc(-c4ccc(C)cc4)c23)c1	i	-6.4%	-13%	7%	0.3%	11%	13%	-3.6%	1%
O=C(NN1C(=O)CSC1=S)c1cccnc1	i	·	0%	3%	1.0%	2%	·	·	3%
OC(c1ccccc1)C1CN(Cc2ccccc2)CCC1(O)c1ccccc1 (stereo unspecified)	i	-1.6%	-3%	-8%	-0.9%	4%	-5%	-4.5%	5%
CC(C)(C)c1cc(C(=O)NN)n(Cc2ccc(Cl)cc2Cl)n1	i	·	-5%	7%	-1.1%	4%	·	·	-6%
COC(=O)CCC(=O)Nc1cc(S(=O)(=O)Nc2ccc(Cl)cc2)ccc1N1CCOCC1	i	-0.5%	5%	-6%	0.1%	11%	12%	-5.2%	-1%
Cc1nnc(NC(=O)C2c3ccccc3Oc3ccccc32)s1	i	-1.3%	-7%	8%	0.0%	25%	2%	-3.9%	1%
